OXTR ag: human OXTR agonism | AID 2435 | activation, % at 3 µM | P30559 | hit rate 0.32% among 320,000 | CHO-OTR cells, Fluo-8 calcium fluorescence; normalized: DMSO 0%, oxytocin 100%;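 active = activation above the mean of all tested compounds plus 3 SD, cutoff set per screening run, cut at about 20% in these data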;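 also: peak over basal fluorescence ratio from a 100 s FLIPR kinetic read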
Target sequence (P30559 whole entry, looked up): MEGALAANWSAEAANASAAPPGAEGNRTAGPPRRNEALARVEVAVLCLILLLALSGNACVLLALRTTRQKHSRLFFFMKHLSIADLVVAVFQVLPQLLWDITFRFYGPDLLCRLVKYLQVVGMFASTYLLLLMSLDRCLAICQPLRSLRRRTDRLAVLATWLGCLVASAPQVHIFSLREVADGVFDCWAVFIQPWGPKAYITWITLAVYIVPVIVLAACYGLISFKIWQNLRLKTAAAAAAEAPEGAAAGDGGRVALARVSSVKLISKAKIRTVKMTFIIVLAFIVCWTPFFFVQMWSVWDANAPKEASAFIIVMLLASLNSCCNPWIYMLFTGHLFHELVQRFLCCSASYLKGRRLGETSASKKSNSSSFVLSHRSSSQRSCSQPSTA
PHOSPHO1 inh: inhibitors of human PHOSPHO1 phosphatase; Q8TCT1; recombinant PHOSPHO1, absorbance phosphatase assay; inhibition, % at 13.3 µM; hit rate 1.1% among 290,000; AID 1565; in the data active = inhibition above about 60%
GPR7 antagonist: blocks human GPR7 receptor signaling; P48145; GPR7-expressing cells, fluorescence antagonist assay; inhibition, % at 4.4 µM; hit rate 1.1% among 290,000; AID 1861; in the data active = inhibition above about 16%, passing the limit was not always enough;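 also: cells stimulated with the agonist NPW; 0% = agonist with vehicle and 100% = vehicle without agonist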
MEKK2 WT-MEK5: raises or lowers MEK5 binding to wildtype human MEKK2 PB1 domain | Q9Y2U5 | bead flow cytometry, Alexa488-MEK5 binding to MEKK2 WT; actives lie on both sides | binding response (% of control), % at 10 µM | hit rate 1.1% among 290,000; in the data active = binding response below about 67% or above about 130%
GalR3 antagonist: human GalR3 antagonism | inhibition, % at 3 µM | hit rate 0.44% among 360,000 | HEK293 GalR3-CNG cAMP membrane potential fluorescence; galR3 body fused to GalR1 C-terminus;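 active = inhibition above the screen-wide average plus 3 SD, cut at about 13% in these data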;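 also: forskolin and galanin both at EC90 stimulate the cells; cAMP rise reported by CNG channel membrane potential dye signal; 0% = forskolin plus galanin with DMSO and 100% = forskolin alone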
NALP1 inh: blocks the NALP1 inflammasome reconstituted in yeast; AID 2071; hit rate 0.61% among 280,000; inhibition, % at 10 µM; S. cerevisiae NALP1/ASC/caspase-1 growth, X-gal OD620, 72 h; in the data active = inhibition mostly above about 24%, no sharp cut-off; inactive = mostly below about 32%; also: some compounds called inactive have numbers as strong as hits
V1aR counter: V1a receptor agonism, counter-screen for OXTR agonists; activation, % at 3 µM; P37288; CHO-V1R cells, Fluo-8 calcium fluorescence, agonist mode; 0% DMSO, 100% 3 nM vasopressin; hit rate 0.25% among 320,000;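 active = activation above the mean activation of all tested compounds plus 3 SD, per screening run, cut at about 20% in these data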;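 also: signal is peak over basal fluorescence ratio across a 100 second FLIPR read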
Target sequence (P37288 whole entry, looked up): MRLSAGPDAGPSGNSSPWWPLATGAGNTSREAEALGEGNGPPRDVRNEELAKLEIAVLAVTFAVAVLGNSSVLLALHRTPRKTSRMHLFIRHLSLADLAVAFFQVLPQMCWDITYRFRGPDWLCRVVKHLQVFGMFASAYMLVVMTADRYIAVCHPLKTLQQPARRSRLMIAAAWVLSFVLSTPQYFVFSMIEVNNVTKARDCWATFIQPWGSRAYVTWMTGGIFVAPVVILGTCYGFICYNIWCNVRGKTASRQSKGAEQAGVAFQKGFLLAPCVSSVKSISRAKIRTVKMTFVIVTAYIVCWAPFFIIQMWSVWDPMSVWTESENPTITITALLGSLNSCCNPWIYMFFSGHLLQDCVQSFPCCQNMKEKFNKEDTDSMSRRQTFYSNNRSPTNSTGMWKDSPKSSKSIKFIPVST
MEKK3 PB1 HTS: modulators (inhibitors or enhancers) of MEK5 binding to human MEKK3 PB1 domain | hit rate 1.4% among 290,000 | Q99759 | binding response (% of control), % at 10 µM | AID 1529 | bead-based flow cytometry, Alexa488-MEK5 binding to MEKK3; actives lie on both sides; 0 = blocked by unlabeled MEK5, 100 = vehicle;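 active = binding response more than 3 SD above or below the average of its plate-row segment, actives on both sides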;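 also: Alexa488 bead fluorescence after subtracting the streptavidin-only scavenger bead signal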
MEKK2mut PB1 HTS: signal of MEK5 binding to mutant human MEKK2 PB1 domain. bead flow cytometry, Alexa488-MEK5 binding to MEKK2 mutant. percent response, % at 10 µM. hit rate 0.35% among 290,000. AID 1530; in the data active = percent response above about 24%, passing the limit was not always enough; also: inactives centre near 1; some results filed as inactive read as strong as hits; reference of the scale not given here
Starred values were filed as active, the others as inactive; / = not tested or not shown. This is a random part of the collection. Share with any hit: about 5.4%.

nr	SMILES	OXTR ag	PHOSPHO1 inh	GPR7 antagonist	MEKK2 WT-MEK5	GalR3 antagonist
1	COc1cccc(CNC(=O)CSc2ccc(-c3ccco3)nn2)c1	-0.1	-23	-8	105	2
2	COC(=O)COc1ccc2occ(C(C)=O)c2c1	0.5	8	-11	103	-7
3	CC(/C=C/c1ccco1)=N\NC(=O)CNc1cccc(C)c1	-0.9	12	-9	100	0
4	O=C(O)c1ccc(NC(=S)NC(=O)c2ccc(-c3ccc(Br)cc3)o2)cc1	-0.5	2	-7	90	13*
5	CC(C)(C)c1ccc(-c2n[nH]c(=S)n2CC2CCCO2)cc1 (configuration not stated)	-1.6	-16	-6	109	-1
6	O=C1C2C3C=CC([C@@H]2C(=O)N1c1nccs1)C31CC1 (some centres not stated)	0.7	7	-2	107	-2
7	O=C(NCc1ccc(F)cc1)C1CCCN1C(=O)Nc1ccc(F)cc1 (configuration not stated)	-0.3	24	-16	109	-9
8	CCCCn1cnc2c(=S)nc(N)[nH]c21	0.4	20	-16	92	-4
9	COc1ccc(/C=C(\NC(=O)c2ccccc2Cl)C(=O)NCCCC(=O)O)cc1	/	-5	3	100	-5
10	COc1cccc(NC(=O)Cn2c(=O)n(CCCC(=O)NCc3ccco3)c(=O)c3ccccc32)c1	/	-28	-10	103	1
11	CC(C)[C@@H]1CC[C@@H](C)c2c(-c3ccccc3)n[nH]c21	-2.0	4	-7	105	-5
12	CN1C(C(=O)NCc2ccccc2)CC2Cn3c(nc4cc(Cl)c(Cl)cc43)C21 (configuration not stated)	2.4	31	/	99	-6
13	Cc1ccc2nsnc2c1S(=O)(=O)N1CCN(C)CC1	0.1	-6	-4	100	-8
14	COCC(=O)Nc1cccc(-c2ccc3nncn3n2)c1	0.2	1	-8	102	-8
15	COc1ccc(NS(=O)(=O)c2ccc3c(c2)CCO3)cc1	5.4	20	-2	104	6

nr	NALP1 inh	V1aR counter	MEKK3 PB1 HTS	MEKK2mut PB1 HTS
1	9	-0.4	119	-1
2	21	0.8	103	3
3	-13	-0.5	99	4
4	6	0.0	98	-2
5	10	0.9	107	1
6	-17	1.9	105	11
7	14	-0.4	104	4
8	-13	0.8	87	-12
9	10	/	106	-3
10	34	/	102	4
11	-10	5.5	106	7
12	/	2.6	96	3
13	20	-0.3	100	-2
14	20	0.0	99	2
15	2	4.4	100	0

Going on with the list.
nr	SMILES	OXTR ag	PHOSPHO1 inh	GPR7 antagonist	MEKK2 WT-MEK5	GalR3 antagonist
16	CCCCN(C)C(=O)Cc1c(OC)ccc2cc(Br)ccc12	-2.9	-3	16	99	-5
17	COc1cccc(-n2nc(C(C)=O)c(C#N)c2-c2ccco2)c1	-2.3	-6	-11	103	-3
18	Cn1c(=O)oc2cc(S(=O)(=O)N3CCC(C(=O)NCc4ccccc4Cl)CC3)ccc21	0.3	20	0	108	0
19	N=C1C(c2nc3ccccc3[nH]2)=C(O)CN1c1ccc(CC(=O)O)cc1	2.0	1	5	99	3
20	O=C(O)C1CC=CCC1C(=O)NCc1cn2ccccc2n1 (configuration not stated)	0.0	40	-11	109	/
21	CN(c1cccc(NC(=O)CN(c2ccc(F)cc2)S(C)(=O)=O)c1)S(C)(=O)=O	0.2	58	18	90	-4
22	Cc1c(NC(=S)NC(=O)c2ccco2)c(=O)n(-c2ccccc2)n1C	-0.4	0	-6	97	-10
23	O=C1CN=C(Nc2ccccc2Cl)N1Cc1ccc2c(c1)OCO2	-0.3	-4	14	96	-3
24	O=C(CNc1cccc2ccccc12)N/N=C/c1ccc(C(=O)O)cc1	-0.3	3	-1	101	2
25	Cc1nn(-c2ccccc2)c2sc(C(=O)n3cccn3)cc12	1.1	-10	/	108	-3
26	S=c1[nH]nc(-c2cccnc2)n1/N=C/c1cccs1	0.5	51	-12	100	-5
27	Cc1snc(SCc2c(F)cccc2Cl)c1C#N	-1.5	25	-13	108	-8
28	O=S(=O)(NCCN1CCOCC1)c1ccc2c(c1)OCCO2	1.3	-19	-7	95	-3
29	CN(CCO)c1nc(N)c2c(N)nc3c(c2c1C#N)CC(=O)N3Cc1cccs1	0.1	-8	2	104	1
30	COc1ccc(F)cc1S(=O)(=O)N1CCN(c2ccccn2)CC1	0.9	-11	-2	101	-10

nr	NALP1 inh	V1aR counter	MEKK3 PB1 HTS	MEKK2mut PB1 HTS
16	34	-0.7	98	2
17	25	-0.5	104	3
18	9	0.5	102	2
19	13	0.0	100	4
20	/	0.0	110	8
21	6	0.6	94	-5
22	25	1.5	110	-2
23	4	0.0	104	-2
24	3	0.2	130	-1
25	-1	0.7	105	3
26	3	-0.9	100	3
27	6	-0.6	107	12
28	-2	1.4	99	-7
29	38	0.0	107	-2
30	12	0.6	103	3

Given with values under each structure: entries from further up
The line under a structure holds: OXTR ag	PHOSPHO1 inh	GPR7 antagonist	MEKK2 WT-MEK5	GalR3 antagonist	NALP1 inh	V1aR counter	MEKK3 PB1 HTS	MEKK2mut PB1 HTS
18: Cn1c(=O)oc2cc(S(=O)(=O)N3CCC(C(=O)NCc4ccccc4Cl)CC3)ccc21
 : 0.3	20	0	108	0	9	0.5	102	2
25: Cc1nn(-c2ccccc2)c2sc(C(=O)n3cccn3)cc12
 : 1.1	-10	/	108	-3	-1	0.7	105	3
22: Cc1c(NC(=S)NC(=O)c2ccco2)c(=O)n(-c2ccccc2)n1C
 : -0.4	0	-6	97	-10	25	1.5	110	-2

Continued:
nr	SMILES	OXTR ag	PHOSPHO1 inh	GPR7 antagonist	MEKK2 WT-MEK5	GalR3 antagonist
31	COCCCNC(=O)c1cc(=O)n(Cc2ccc(Cl)cc2)c2ccccc12	-0.2	24	-7	101	-1
32	CCCn1c(=O)c2ccccc2n2c(SCc3nnc(-c4ccccc4Br)o3)nnc12	-1.3	25	5	97	10
33	CC(=O)c1cc(OC(=O)N2CCOCC2)ccc1OC(=O)N1CCOCC1	0.5	13	-13	100	-5
34	O=C1CC(c2ccco2)CC(O)=C1C=Nc1ccc(Br)cc1 (configuration not stated)	2.4	14	0	104	-4
35	Clc1ccc(/C=N/Nc2nnc(Cl)c3ccccc23)cc1	-0.7	3	1	95	2
36	NC(=O)N/N=C/c1cn(CC(=O)Nc2ccc(F)cc2)c2ccccc12	-0.8	23	1	97	1
37	CCC(C)[C@H]1CN=C(N)N1CCc1cccc2ccccc12 (some centres not stated)	0.1	/	/	126	0
38	CC(C)C(=O)N1N=C2CCCCC2C1(O)C(F)(F)F (configuration not stated)	-0.4	42	4	102	0
39	COc1ccccc1OCc1ccc(C(=O)N2N=C(C(F)F)CC2(O)C(F)F)o1 (configuration not stated)	-1.3	17	-5	/	-5
40	COc1cc2[nH]c(=S)n(Cc3ccc(F)cc3)c(=O)c2cc1OC	0.5	-42	-9	99	-1
41	COc1ccc(CCNc2c(C=O)c(=O)[nH]c3ccccc23)cc1OC	-0.6	41	10	95	-8
42	O=C(Nc1ccccc1)c1sc(Cl)nc1-c1ccccc1	-1.4	2	-11	92	-9
43	O=[N+]([O-])c1ccc(C2CC(c3ccccc3)=Nc3ccccc3S2)cc1 (configuration not stated)	-1.4	37	18	93	-6
44	CN(C)c1ccc(NC(=O)CSc2nnc(C3CCCCC3)n2N)cc1	-0.3	15	1	102	6
45	O=C(c1c[nH]c2ccc(S(=O)(=O)N3CCC4(CC3)OCCO4)cc2c1=O)N1CCOCC1	/	7	-11	107	-1

nr	NALP1 inh	V1aR counter	MEKK3 PB1 HTS	MEKK2mut PB1 HTS
31	-1	-0.7	110	1
32	0	-0.2	100	3
33	17	1.1	99	1
34	8	2.6	105	3
35	-26	-1.0	81	1
36	/	-0.9	97	-6
37	/	-0.6	101	13
38	14	0.9	107	0
39	12	0.6	/	/
40	-2	0.7	105	-2
41	8	0.6	89	0
42	13	-2.2	104	3
43	20	0.2	97	5
44	8	0.2	103	9
45	2	/	106	4

Compound profiles, from the list above:
Results for CCC(C)[C@H]1CN=C(N)N1CCc1cccc2ccccc12 (some centres not stated) → OXTR ag = 0.1; PHOSPHO1 inh = /; GPR7 antagonist = /; MEKK2 WT-MEK5 = 126; GalR3 antagonist = 0; NALP1 inh = /; V1aR counter = -0.6; MEKK3 PB1 HTS = 101; MEKK2mut PB1 HTS = 13
Results for COc1ccc(CCNc2c(C=O)c(=O)[nH]c3ccccc23)cc1OC → OXTR ag = -0.6; PHOSPHO1 inh = 41; GPR7 antagonist = 10; MEKK2 WT-MEK5 = 95; GalR3 antagonist = -8; NALP1 inh = 8; V1aR counter = 0.6; MEKK3 PB1 HTS = 89; MEKK2mut PB1 HTS = 0

Next results
nr	SMILES	OXTR ag	PHOSPHO1 inh	GPR7 antagonist	MEKK2 WT-MEK5	GalR3 antagonist
46	CC(C)C(=O)Nc1ccccc1N1CCN(C(=O)c2ccccc2)CC1	-0.7	-29	9	102	-3
47	CCN(CC)c1ccc(CNc2nc3ccccc3n2CCN2CCCCC2)cc1	3.1	18	20	133	-6
48	COc1ccc(N2CCN(C(=O)CCNS(=O)(=O)c3ccccc3)CC2)cc1	1.6	-20	-2	105	-5
49	CC(=O)c1ccc(NC(=O)C2CC(=O)N(C(C)C)C2)cc1 (configuration not stated)	0.6	42	-8	99	-4
50	CC(C)CNC(=S)NNC(=O)CC(C)O (configuration not stated)	1.4	61*	-1	103	-2
51	Cc1cccc(NCC(=O)c2c(N)n(C)c(=O)n(C)c2=O)c1C	1.4	46	-20	102	-4
52	COc1ccc(NC(=O)C2C(=O)N(CCO)C3(C)CC2c2ccccc2O3)cc1 (configuration not stated)	-0.5	-19	1	100	-2
53	Cn1c(=O)[nH]c(=O)c2c1nc(Br)n2CCSc1nnnn1-c1ccccc1	0.3	-1	5	94	-1
54	COc1ccccc1C(O)(c1ccccc1)C(CN1CCOCC1)c1ccccc1 (configuration not stated)	-2.9	-23	-11	94	-4
55	CC[N+](C)(C)c1cccc(O)c1	0.6	4	0	102	0
56	Cc1ccc(NCCC(=O)c2ccc(Br)cc2)cc1	0.9	52	-15	99	-4

nr	NALP1 inh	V1aR counter	MEKK3 PB1 HTS	MEKK2mut PB1 HTS
46	4	-0.8	104	3
47	10	4.8	100	12
48	18	0.2	102	6
49	-30	-0.1	98	0
50	9	1.7	107	7
51	5	0.3	101	6
52	0	0.1	89	-4
53	-1	0.9	95	6
54	-6	-1.9	98	-4
55	18	-0.5	110	4
56	37	-0.5	99	2

Bioassay records: PubChem, several laboratories
